Screens from PubChem.
RTF Ca sens act: cardiac RTF calcium sensitization | IANBD-labeled TnC RTF fluorescence at EC20 calcium; 0% EC20 calcium, 100% full calcium | activation, % at 7.2 µM | 0.24% of 340,000 active | AID 493008;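 active = activation above the mean over all tested compounds plus 3 SD, cut at about 30% in these data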;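 also: rise in fluorescence read as greater calcium sensitivity of cardiac thin filaments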
Wnt act: Wnt/beta-catenin pathway activation; Wnt/beta-catenin reporter cell assay, activator, plate reader; activation, % at 9.35 µM; 1.2% of 300,000 active; AID 743398; in the data active = activation above about 30%, passing the limit was not always enough; inconclusive = no clear call, values can overlap the other calls;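 also: 0% = neutral control wells and 100% = positive control wells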
OPRM1-OPRD1 ag: agonists of human mu-delta opioid receptor heterodimerization. 0.3% of 340,000 active. cells, OPRM1-OPRD1 heterodimerization, luminescence. activation, % at 9.3 µM. AID 504326; in the data active = activation above about 18%;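 also: 0% = vehicle-treated cells and 100% = reference agonist; values of inactives mirror those of a sister screen read the other way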
Target sequence (P35372 whole entry, looked up): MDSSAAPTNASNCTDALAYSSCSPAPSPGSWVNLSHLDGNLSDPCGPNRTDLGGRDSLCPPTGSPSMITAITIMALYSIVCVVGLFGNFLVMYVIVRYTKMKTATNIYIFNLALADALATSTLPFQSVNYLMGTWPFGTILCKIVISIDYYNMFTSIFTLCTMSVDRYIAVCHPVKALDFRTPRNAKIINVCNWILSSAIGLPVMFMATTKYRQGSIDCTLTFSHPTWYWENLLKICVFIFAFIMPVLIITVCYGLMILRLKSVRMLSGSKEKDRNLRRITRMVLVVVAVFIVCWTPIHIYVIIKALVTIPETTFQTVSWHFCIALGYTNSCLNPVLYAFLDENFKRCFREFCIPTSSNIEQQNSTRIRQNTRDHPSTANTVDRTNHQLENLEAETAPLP
Target sequence (P41143 whole entry, looked up): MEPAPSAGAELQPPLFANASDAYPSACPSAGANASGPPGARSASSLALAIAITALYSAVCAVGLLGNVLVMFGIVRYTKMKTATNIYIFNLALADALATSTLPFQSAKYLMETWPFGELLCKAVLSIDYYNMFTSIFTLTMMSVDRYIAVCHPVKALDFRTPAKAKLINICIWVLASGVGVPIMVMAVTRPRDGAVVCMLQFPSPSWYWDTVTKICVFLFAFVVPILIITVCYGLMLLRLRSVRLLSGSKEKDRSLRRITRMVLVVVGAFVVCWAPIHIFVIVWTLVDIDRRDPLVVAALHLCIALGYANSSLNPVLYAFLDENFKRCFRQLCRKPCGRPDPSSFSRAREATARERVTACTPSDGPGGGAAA
V-ATPase pH: yeast V-ATPase proton transport regulation by pHLuorin; S. cerevisiae, pHLuorin cytosolic pH fluorescence; response, % at 10 µM; 0.37% of 350,000 active; in the data active = response mostly above about 7.3%, no sharp cut-off; inactive = mostly below about 5.4%; also: actives read high; inactives centre near 0; some compounds called inactive have numbers as strong as hits; reference of the scale not given here
OPRM1-OPRD1 inv: inverse agonists of human mu-delta opioid receptor heterodimerization. P35372+P41143. cell-based MOR-DOR heterodimer luminescence, inverse agonism. inhibition, % at 9.3 µM. 0.21% of 340,000 active. AID 504357; in the data active = inhibition above about 22%, passing the limit was not always enough;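 also: 0% = cells with DMSO and 100% = wells without cells with DMSO; values of inactives mirror those of a sister screen read the other way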
Keap1 Nrf2 FP: disrupts human Keap1 binding to Nrf2 peptide. inhibition, % at 9.4 µM. 0.15% of 340,000 active. Q14145. Keap1 Kelch-Nrf2 peptide fluorescence polarization, 1536-well; in the data active = inhibition above about 12%; inconclusive = no clear call, values can overlap the other calls; inactive = below about 7.3%;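 also: human Keap1 Kelch domain with fluorescein labeled Nrf2 9mer peptide probe; 0% = neutral control wells and 100% = peptide positive control; higher means more block of Keap1 binding to Nrf2 peptide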
LANA DNA inh: inhibitors of KSHV LANA C-terminal domain DNA binding. inhibition, % at 9 µM. AID 504423. MBP-C-LANA/FAM-LBS DNA binding, fluorescence polarization. 0.078% of 340,000 active;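 active = highest replicate inhibition at or above 60% at 9 µM, even if other replicates fall short; inactive = all replicates below 60% inhibition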;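 also: 0% = neutral control wells and 100% = 4 µM acridine orange control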
Cardiac RTF inh: cardiac RTF calcium desensitization; P19429+P45379; IANBD-labeled cardiac RTF, Ca2+ fluorescence; inhibition, % at 7.15 µM; 0.12% of 340,000 active;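 active = inhibition above the mean inhibition of all tested compounds plus 3 SD, cut at about 17% in these data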;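 also: assay run at fixed EC70 calcium of 1.6 mM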
DSG3 Ab inh: inhibitors of pemphigus antibody binding to human desmoglein-3 | P32926 | DSG3-coupled beads, scFv-anti-DSG3-GFP binding, flow cytometry; active compounds read low | binding (percent of control), % at 10 µM | 0.48% of 310,000 active | AID 588358;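 active = binding more than 3 SD below its plate's average and above zero; inconclusive = below that plate limit but binding exactly zero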;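 also: hits lower antibody fragment binding to DSG3; some compounds called inactive have numbers as strong as hits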
Arrestin-AP2 inh: inhibitors of human beta-arrestin and AP2 interaction; FITC-arrestin peptide / GST-AP2 beads, flow cytometry; AP2 beta2 appendage carries R879A mutation; inhibition, % at 10 µM; 0.31% of 340,000 active; AID 504490;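 active = inhibition above a set limit, near 3 SD of compounds lacking own fluorescence, cut at about 54% in these data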;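 also: plate controls were DMSO wells for no effect and 5 µM unlabelled arrestin peptide for full effect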
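System: GST-AP2 R879A glutathione beads. Medium: PBS with 0.05% Tween 20 and 0.1% BSA. Also added: FITC-arrestin peptide, 50 nM. Incubation: 12 min plus 1 h, RT. Measured by: high-throughput flow cytometry of beads, ex 488, em 535 nm. Evaluation: percent drop in bead-associated FITC signal.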
* = called active by the depositor; u = inconclusive; x = no result given.

Order of results – Keap1 Nrf2 FP	Wnt act	OPRM1-OPRD1 inv	RTF Ca sens act	DSG3 Ab inh	OPRM1-OPRD1 ag	V-ATPase pH	Arrestin-AP2 inh	LANA DNA inh	Cardiac RTF inh
> COc1ccc(C(=O)Nc2ccc(CN3CCS(=O)(=O)CC3)cc2)cc1
  -1	2	18	-5	105	-3.6	-2	6	1.8	4
> NC(=O)c1cc([N+](=O)[O-])ccc1NCCN1C(=O)c2ccc(C(=O)O)cc2C1=O
  8	0	4	3	100	-0.8	-1	18	-1.1	-6
> COc1ccc(OC)c(S(=O)(=O)N/N=C\c2cn(CC(N)=O)c3ccccc23)c1
  -2	-1	9	-5	109	-1.7	6	-2	-0.5	-5
> CC1CCCC(C)N1CCNC(=O)CCc1nnc2n(Cc3ccccc3)c(=O)c3ccccc3n12 (stereo not drawn)
  -6	0	16	6	115	-3.2	0	0	3.3	-13
> COc1cc2c(cc1OC)CN(S(=O)(=O)c1ccc(Cl)nc1)CC2
  -7	0	18	-4	104	-3.8	-1	-6	0.2	-2
> Cc1cccc(NC(=O)c2ccc(C(=O)c3ccccc3)cc2)n1
  -2	22	3	17	x	-0.5	-4	7	-0.9	-6
> COC(=O)c1ccccc1NC(=O)c1noc2c1CCCC2
  -4	x	-5	2	102	1.0	-1	-3	-2.9	-8
> COc1ccc2nc(N(CCN(C)C)C(=O)c3ccc4ccccc4c3)sc2c1
  -4	2	18	-6	113	-3.6	2	-8	-1.1	3
> CC(Sc1nc(N)cc(=O)[nH]1)C(=O)NNC(=O)c1cccc(Cl)c1 (stereo not drawn)
  -3	-2	11	1	x	-2.8	0	37	-1.5	2
> CN1CCN(C(=O)c2ccc(-c3ccccc3)cc2)CC1
  -4	2	11	4	110	-2.1	-1	-8	-4.6	-2
> CCCCn1c(N)c(N(CC(C)C)C(=O)CN(C)S(=O)(=O)c2ccc(NC(C)=O)cc2)c(=O)[nH]c1=O
  -3	-1	11	-8	101	-1.7	0	2	0.8	-5
> CC1(O)CC2CC1C(C(=O)O)C2C(=O)O (stereo not drawn)
  2	1	-3	-4	99	0.8	0	-17	-24	-4
> Cc1sc(NC(=O)CSc2nnnn2C2CCCC2)c(C#N)c1C
  2	x	-20	5	82	3.3	3	8	1.1	-17
> COc1ccc(C(=O)NCc2ccncc2)cc1S(=O)(=O)N1CCOCC1
  -7	-1	8	-2	105	-2.2	5	-4	1.9	-5
> CCOCCn1c(=NC(=O)CSCC(=O)Nc2cc(C)on2)sc2cc(OC)ccc21
  -5	0	18	-2	115	-3.3	1	6	0.8	0
> Cc1ccc(-n2c(CSc3nc(C)cc(C)n3)nnc2SCC(=O)N2CCCC2)cc1
  -3	-1	17	-3	100	-3.5	5	-3	6.2	-6
> CCCN(CCC)C(=O)C(c1ccccc1)C1(O)CCCCC1 (stereo not drawn)
  -6	-4	-33	3	x	6.9	0	-2	-0.6	-3
> COc1ccc(NC(=O)CCC(=O)c2ccc(C(C)C)cc2)cc1
  -2	1	-15	3	111	2.7	-5	10	1.8	-12
> O=S1CC/C(=N\O)c2ccccc21 (stereo not drawn)
  -4	x	8	0	x	-1.5	4	9	1.6	-2
> CC1Cc2ccccc2N1C(=O)CSc1nnnn1Cc1ccccc1 (stereo not drawn)
  2	x	1	1	101	-0.2	0	11	1.2	3
> CC(=O)Nc1ccc(NC(=O)Nc2ccc(C)cc2C)cc1
  -6	0	12	4	85	-1.8	-3	6	0.4	-4
> COc1ccc(N2CCN(C(=O)CN3C(=O)NC4(CCCCC4C)C3=O)CC2)cc1 (stereo not drawn)
  -3	-2	16	12	123	-3.1	-4	4	1.2	-2
> CC1=Nc2ccccc2N=C(NC(=O)CN2CCN(c3ccc(F)cc3)CC2)C1c1ccccc1 (stereo not drawn)
  -2	-1	x	x	100	x	-1	3	-0.9	x
> COC(=O)[C@@H](NC(=O)c1ccccc1)[C@@H](C)O
  -1	1	17	-2	92	-3.7	4	-8	-1.4	10
> CCOc1ccc(Oc2cc(C)nc(SC)n2)nn1
  3	-3	10	-5	102	-1.8	0	2	0.5	-6
> CC1=C(C(=O)c2ccccc2)C(c2cn(-c3ccccc3)nc2-c2ccc(Cl)cc2)NC(=S)N1 (stereo not drawn)
  -6	x	-5	-3	90	0.9	2	-8	0.7	-5
> O=C(CSc1nnc(NC(=O)C2CCC2)s1)Nc1ccccc1Br
  0	-1	-3	-4	x	0.5	-1	6	0.4	-13
> COCC(C)n1c(C)cc(C(=O)COC(=O)c2nc3nc(C)cc(C)n3n2)c1C (stereo not drawn)
  -5	-4	9	2	104	-1.6	6	6	0.3	-2
> CC1CC(C)CN(C(=O)CCCn2c(=S)[nH]c3ccccc3c2=O)C1 (stereo not drawn)
  -3	0	-9	-4	x	1.8	0	0	0.5	1
> Cc1nn(S(=O)(=O)c2cccc([N+](=O)[O-])c2)c(C)c1S(=O)(=O)N1CCOCC1
  -4	1	11	-3	105	-2.0	0	-12	0.6	-4
> CN(Cc1nccn1C)C(=O)c1cc(COc2cccc(C(F)(F)F)c2)on1
  -6	1	1	-3	x	-0.2	-2	8	-2.1	-9
> CCc1cc(C(=O)Cc2ccccn2)c(O)cc1O
  -2	2	0	-6	97	0.0	-1	13	x	2
> CS(=O)(=O)c1ccc(Cl)c(NC(=O)CSc2nc3ccccc3c(=O)n2CCCN2CCOCC2)c1
  -8	x	-4	3	90	0.7	-1	0	0.5	9
> COc1ccc(C(=O)NC(=S)N2CCC(C)CC2)cc1
  -1	x	9	-1	101	-1.6	-1	-10	0.2	-2
> Cc1[nH]c2ccccc2c1CCN(Cc1cccnc1)C(=S)NC(C)(C)C
  -3	1	4	1	105	-0.9	-1	53	1.9	1
> COc1ccc2c(C)cc(SCC(=O)Nc3ccc(Cl)cn3)nc2c1
  -1	x	0	5	97	0.1	-1	9	-1.4	0
> CC1=CC(=O)Nc2ccccc2S1
  -3	23	22	-2	99	-5.0	-1	18	1.1	-9
> COc1ccc(CN2C=C3C(=O)C(C)(OC(=O)C4CCCC4)C(=O)C=C3C=C2c2ccsc2)cc1 (stereo not drawn)
  0	-5	-19	0	97	3.5	2	17	1.8	-3
> C[C@H](CO)N1C[C@H](C)[C@H](CN(C)S(=O)(=O)c2cn(C)cn2)Oc2ccc(NC(=O)Nc3ccc(C(F)(F)F)cc3)cc2CC1=O
  -2	-5	6	3	96	-1.1	-3	0	-2.3	11
> O=C(CCn1c(=O)sc2ccccc21)NC1=NCCS1
  0	1	6	1	100	-1.1	-1	-3	-1.1	2
> COc1cc(/C=N/NC(=S)NC2CC3CC2C2C=CCC32)ccc1O (stereo not drawn)
  0	20	-5	-3	x	1.1	-1	33	0.0	7
> CC1=CC(=O)C(C(C)=Nc2ccccc2[N+](=O)[O-])C(=O)O1 (stereo not drawn)
  3	-2	11	-2	87	-2.2	-1	7	0.1	-1
> O=C(c1ccc(S(=O)(=O)N2CCCC2)cc1)N1CCCCC1
  -4	x	9	1	95	-1.7	2	-6	0.8	-4
> Cc1cc(C)c(NC(=O)CSc2nc(=O)n(CCN3CCOCC3)c3c2CCC3)c(C)c1
  -1	-2	17	1	103	-3.5	14	-8	0.0	12
> COc1cc(OC)c(NC(=O)Nc2ccc(OC)c(OC)c2)cc1Cl
  -4	1	21	1	x	-3.5	3	2	0.2	5
> Cc1nnc(SC(C)C(=O)NCC2CCCO2)s1 (stereo not drawn)
  -2	-4	1	8	104	-0.3	2	0	1.3	-5
> O=C(Nc1ccc(OC(F)(F)F)cc1)c1n[nH]c(Cn2cncn2)n1
  -2	81*	3	3	94	-0.5	-1	-5	3.1	-1
> Cc1cc(C(=O)CN2CCCCC2)c(C)n1-c1ccc(F)cc1
  -2	7	15	0	x	-2.8	2	-7	-0.7	-2
> Cc1c(-c2cccc(Cl)c2)nc2ccccc2c1C(=O)NC1CC1
  -6	-1	-9	-6	112	1.6	8	-4	0.4	2
> O=C(c1ccc([N+](=O)[O-])cc1)N1CCN(C2=NS(=O)(=O)c3ccccc32)CC1
  0	-2	11	1	110	-1.9	2	-4	0.2	-4

Remaining list, next part:
Order of results – Keap1 Nrf2 FP	Wnt act	OPRM1-OPRD1 inv	RTF Ca sens act	DSG3 Ab inh	OPRM1-OPRD1 ag	V-ATPase pH	Arrestin-AP2 inh	LANA DNA inh	Cardiac RTF inh
> O=C(CNC(=O)c1cnccn1)Nc1ccc(F)c(F)c1F
  0	-5	5	9	104	-1.0	4	15	-2.5	-11
> Cn1c(-c2ccc(F)cc2)cnc1SCC(=O)Nc1ccccc1N1CCOCC1
  0	-2	16	0	x	-2.9	-4	0	-0.8	-6
> Cc1onc(-c2ccccc2)c1C(=O)NCCc1ccncc1
  -5	0	0	-2	125	0.0	-2	27	0.6	-3
> CCc1ccc(C2CC(c3ccccc3Cl)Nc3nc(N)nn32)cc1 (stereo not drawn)
  2	-1	-8	1	104	1.6	-1	-5	-1.1	-3
> COCCOC(=O)C1=C(N)OC2=C(C(=O)CC(C)(C)C2)C1c1ccncc1 (stereo not drawn)
  -3	2	16	3	99	-3.0	7	-8	2.0	6
> O=C(OCc1nnc(-c2ccccc2)o1)c1cc(S(=O)(=O)N2CCOCC2)c(Cl)cc1Cl
  -5	-1	-5	-6	92	0.9	2	24	0.2	-1
> O=C(CCn1c2c(c3ccccc31)CCCC2)NNC(=O)c1ccccc1[N+](=O)[O-]
  -1	x	-3	-1	103	0.6	2	x	0.1	7
> CCN(CC(=O)Nc1c(F)cccc1F)C(=O)CCOc1ccc(C)cc1
  -1	3	15	0	100	-3.0	-3	-14	2.8	-7
> CCNC(=S)N1CCC(C(O)(c2ccccc2)c2ccccc2)CC1
  3	-1	4	-1	102	-0.7	0	2	1.1	-4
> O=C(NCc1ccccc1)c1ccccc1-c1nc2ccccc2[nH]1
  -3	0	12	12	107	-2.2	1	10	0.2	-1
> CCOc1ccc(Br)cc1S(=O)(=O)Nc1cccc(S(=O)(=O)Nc2ccccc2C(=O)O)c1
  u	-2	10	3	x	-2.5	-1	3	1.2	0
> CC1C(=O)N2CCCc3cc(NS(C)(=O)=O)cc1c32 (stereo not drawn)
  0	0	4	0	99	-0.9	0	-1	-0.4	-14
> CCN(c1ccccc1)P(=O)(Nc1ccccc1)Nc1ccccc1
  -3	2	14	-3	99	-2.8	2	8	-0.5	-1
> O=C(O)c1ccc(N/N=C/c2cc3c(cc2[N+](=O)[O-])OCO3)cc1
  3	-2	16	0	120	-3.3	2	54	-1.8	6
> COc1ccccc1CC(=O)NCc1csc(-c2cccs2)n1
  x	11	x	x	97	x	6	3	x	x
> COc1cc(CCCN[C@H](CN)Cc2ccccc2)cc(OC)c1OC
  5	-3	-1	-9	98	0.1	9	22	0.3	2
